Source: PubChem
CF NFkB block = cystic fibrosis NF-kB activation inhibition | KKLEB NF-kB-GFP reporter, PAF-induced, GFP fluorescence overnight | inhibition, % at 5 µM | actives 0.86% (n = 360,000) | AID 588850;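 active means at least 50% inhibition at 5 µM, scaled per plate between neutral and stimulator controls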;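 further: PAF is a Pseudomonas aeruginosa culture filtrate used as stimulus; plate controls were PAF-stimulated DMSO wells for no effect and unstimulated DMSO wells for full effect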
HIF-2a block = inhibitors of HIF-2a | 786-0 RCC cells HIF-2a reporter, luciferase luminescence, overnight | inhibition, % at 18.8 µM | actives 0.72% (n = 360,000) | AID 624352;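 active means inhibition of the luminescence signal of 40% or more relative to plate controls, in a single-dose primary screen at 18.75 µM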
Shn3 inh set2 = inhibitors of Schnurri-3 3'UTR reporter in osteoblasts; Clone20 osteoblast Shn3 3'UTR firefly luciferase, 24 h; inhibition, % at 12.5 µM; actives 0.52% (n = 360,000);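 active means mean inhibition of at least 75% with every replicate also reaching 75%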;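 further: 0% = median of neutral control wells and 100% = pilot-screen positive control compound; some compounds past the cut are filed as inactive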
TRPM1 prom inh = MITF TRPM1 promoter inhibition in SK-MEL-5 cells. SK-MEL-5 TRPM1 promoter luciferase, 24 h. inhibition, % at 12.5 µM. actives 0.83% (n = 330,000);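 active means mean inhibition across replicates of 60% or more, whatever share of single replicates reaches that level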; further: values of inactives mirror those of a sister screen read the other way
NR2E3 ag-1 = agonists of human nuclear receptor NR2E3. AID 2300. actives 0.12% (n = 320,000). GST-NR2E3/biotin-RetCOR TR-FRET, 1536-well. Q9Y5X4. inhibition of corepressor binding, % at 4.78 µM;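 active means percent inhibition above the cutoff of mean plus 3 SD of all tested compounds, set per screening campaign, cut at about 20% in these data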;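 further: 0% = DMSO wells and 100% = biotin wells as full block of FRET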
Target sequence (Q9Y5X4 whole entry, looked up): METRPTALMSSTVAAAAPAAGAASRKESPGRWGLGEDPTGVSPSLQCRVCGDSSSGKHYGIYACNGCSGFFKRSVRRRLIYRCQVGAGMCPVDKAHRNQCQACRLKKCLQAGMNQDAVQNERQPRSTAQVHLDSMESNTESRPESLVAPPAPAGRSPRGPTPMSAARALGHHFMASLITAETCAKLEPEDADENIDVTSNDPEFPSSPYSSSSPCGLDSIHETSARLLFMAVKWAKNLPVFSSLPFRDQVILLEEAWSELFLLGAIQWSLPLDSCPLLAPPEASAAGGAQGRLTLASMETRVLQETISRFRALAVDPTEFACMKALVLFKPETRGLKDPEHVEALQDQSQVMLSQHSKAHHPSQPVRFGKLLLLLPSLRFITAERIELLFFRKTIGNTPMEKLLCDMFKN
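Material: NR2E3–RetCOR corepressor complex / Amount: 1.35 nM GST-NR2E3 / Medium: Tris pH 7.5 / Compound: single nominal compound dose of 4.8 µM / Incubation: 5 h at 4 °C / Technique: TR-FRET, Eu(K)-anti-GST donor, streptavidin-D2 acceptor, ex 340, em 617/671 nm / Read-out basis: percent loss of FRET ratio relative to control wells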
TRAIL sens C8 = sensitizes caspase-8 expressing cells to TRAIL; NB7+C8 cells + TRAIL, ATPlite viability luminescence; AID 624354; actives 1% (n = 360,000); inhibition (viability loss, TRAIL sensitization), % at 10 µM;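 active means compounds causing at least 50% loss of cell viability in the single-dose screen, relative to plate controls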
LMP1 NFkB inh = inhibitors of Epstein-Barr LMP1-induced NF-kappaB reporter; LMP1-induced NF-kappaB luciferase reporter cells, luminescence; inhibition, % at 12.5 µM; actives 0.69% (n = 350,000); in the data active means inhibition above about 41%;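 further: 0% = neutral control wells and 100% = reference inhibitor control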
NR2E3 ag-2 = activates human NR2E3 receptor; Q9Y5X4; CHO-S Gal4-NCOR/VP16-NR2E3 two-hybrid, luciferase; inhibition of corepressor binding, % at 3.98 µM; actives 0.35% (n = 360,000); AID 602229;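 active means inhibition above the mean of all tested compounds plus 3 SD, cut at about 70% in these data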;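 further: 0% = DMSO with NR2E3 transfected cells and 100% = cells lacking NR2E3 construct; higher means lower luciferase signal from less NR2E3 corepressor binding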
Peg3 promoter = Peg3 promoter activity inhibition | HeLa PEG-Prom luciferase reporter, luminescence, overnight | inhibition, % at 20 µM | actives 1.7% (n = 360,000) | AID 588405;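 active means inhibition of at least 50% at 20 µM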
iPSC survival up = enhancers of human iPSC single-cell survival. hiPSC single-cell survival, ATPlite luminescence; 100% = ROCK inhibitor wells, 0% = DMSO. survival enhancement, % at 20 µM. actives 0.044% (n = 360,000). AID 602274; in the data active means survival enhancement above about 18%;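 further: cells exposed to compounds for 16 hours before the ATP read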
KKLEB tox = reduces viability of KKLEB cystic fibrosis airway cells; KKLEB CF airway cells viability, ATPlite luminescence, overnight; hits give low values; cells stimulated with P. aeruginosa culture filtrate; activity change (cytotoxicity), % at 5 µM; actives 0.36% (n = 360,000);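 active means corrected activity change at or below -50% at 5 µM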
* = called active by the depositor; x = not tested or not shown. Some of the compounds tested; the hit share may differ from the screen's.

SMILES	CF NFkB block	HIF-2a block	Shn3 inh set2	TRPM1 prom inh	NR2E3 ag-1	TRAIL sens C8	LMP1 NFkB inh	NR2E3 ag-2	Peg3 promoter	iPSC survival up	KKLEB tox
Cc1ccc(Oc2ncccc2C(=O)NC2CCSC2=O)cc1 (centres undefined)	28	14	4	5	2	-3	8	7	6	-1.9	-10
Cn1c(=NC(=O)C2CCCCC2)sc2cc([N+](=O)[O-])ccc21	-12	-186	-38	-1	-3	-1	-12	15	-149	0.4	13
CCCCOc1ccc(/C=C/C(=O)OCC(=O)NC2CCS(=O)(=O)C2)cc1OCC (centres undefined)	-33	-2	2	4	-1	-3	5	-20	7	-0.5	26
O=[N+]([O-])c1cccc(C(=S)N2CCCC2)c1	-10	5	0	-8	2	-11	-4	13	-8	-1.1	-4
Cc1c(C(=O)N(C)Cc2nc3ccccc3c(=O)[nH]2)oc2ccccc12	35	14	34	8	x	5	-5	-45	17	0.0	-15
Cc1ccc(S(=O)(=O)Nc2cc(C)cn(Cc3ccccc3)c2=O)cc1	10	17	37	11	5	8	0	22	17	0.0	-2
COC(=O)c1ccc(NC(=O)c2ccccc2CC[N+](=O)[O-])cc1	-7	-10	-3	-11	-4	3	-12	-17	-12	-0.9	-2
CSCCC(NS(=O)(=O)c1ccccc1F)C(=O)NC(C)c1ccccc1 (centres undefined)	-14	6	4	-3	3	-12	2	-7	16	1.0	14
COc1cccc(NS(=O)(=O)c2ccc(OC)c(OC)c2)c1	8	17	18	-2	-2	5	-4	-21	17	2.8	-9
Cc1c(NC(=O)c2cnn3c(C(F)(F)F)cc(-c4ccco4)nc23)c(=O)n(-c2ccccc2)n1C	-25	9	9	-3	1	14	1	1	15	0.3	28
COc1cccc(OC)c1C(=O)Nc1cccc(-c2ccc3nncn3n2)c1	14	5	8	-14	-2	2	-3	-28	-6	-0.2	-18
CC(C)C(OC(=O)CN1C(=O)COc2ccccc21)C(=O)NC1CCCCC1 (centres undefined)	12	13	20	1	13	14	5	-21	0	-0.7	-6
CCCOC(=O)C(=O)NNc1ccccc1	-5	15	6	-4	-1	-9	13	26	7	2.3	-4
O=C(NNC1CC(=O)N(c2ccc(Br)cc2)C1=O)c1ccccn1 (centres undefined)	2	-3	4	20	3	-6	9	-35	-5	0.4	-4
COC(=O)c1c(C(=O)OC)c(-c2ccccc2)n2c1CS(=O)(=O)C2	-2	8	2	0	0	0	6	14	17	5.0	-2
Cc1cc(Oc2ccccc2)nc(-c2ccccc2)n1	12	-64	-22	-15	2	-2	-10	-7	-30	4.1	-11
NS(=O)(=O)c1ccc(NCc2ccccc2OCc2ccccc2F)cc1	-18	-4	32	3	3	-7	-1	18	16	1.1	18
CC(Oc1ccc2ccc(=O)oc2c1)C(=O)NC(Cc1c[nH]c2ccc(O)cc12)C(=O)O (centres undefined)	-16	5	0	4	-2	0	-4	-15	-3	-1.3	-7
O=C(CSc1ncn[nH]1)Nc1ccc(Cl)c(Cl)c1	11	3	2	6	1	-22	6	-52	6	-2.5	4
Cc1cc(Cl)nc(Cl)c1C(=O)N1CCOCC1	2	12	3	3	5	2	-13	-28	5	-0.5	-2
CCN(C(=O)COc1ccc(C)nc1[N+](=O)[O-])C1CCS(=O)(=O)C1 (centres undefined)	-4	9	-14	-10	1	-10	15	-12	12	-1.7	1
COc1cc(C(=O)NC(C)CCc2ccccc2)cc(OC)c1OC (centres undefined)	-3	19	19	2	-2	-22	-2	-25	5	-0.4	-12
CC(NC(=O)CNC(=O)c1cccs1)c1cccc(C(F)(F)F)c1 (centres undefined)	17	10	-8	0	x	14	5	0	12	-0.6	3
Cc1ccccc1C(=O)N1CCN(c2ccc([N+](=O)[O-])c(NCc3cccnc3)c2)CC1	-18	19	26	-3	1	15	0	-18	46	-0.3	9
O=C(COc1coc(CN2CCN(c3ccccc3F)CC2)cc1=O)NC1CCCCC1	20	3	8	2	1	6	-6	-8	19	-0.2	4
CCOc1cc(S(=O)(=O)N2CCN=C2Cc2ccccc2)ccc1F	19	12	-9	17	5	-8	2	18	22	1.4	-10
COc1ccc(-c2nn(-c3ccccc3)cc2C(=O)N(C)CC(=O)Nc2ccccc2Br)cc1	16	11	4	22	x	-2	0	5	25	-0.5	-7
CC(=O)c1ccc(N2CCN(C(=S)NCc3ccco3)CC2)cc1	14	10	-18	-3	2	3	3	0	11	1.1	-3
Cc1noc(C)c1-c1ccc(C(=O)NCCN2CCOCC2)c2occc12	-46	-14	-5	x	x	4	x	0	-11	-1.3	6
O=C(c1ccc2c3c(cccc13)CC2)C1CCCN(C(=O)c2ccc(=O)[nH]c2)C1 (centres undefined)	11	20	11	10	0	-3	1	-14	21	-0.5	4
CSc1ncc(CN2CCCC(C(=O)Nc3ccc(-c4ccco4)cc3)C2)cn1 (centres undefined)	-15	11	20	5	-3	-12	-11	4	-5	0.8	-7
S=c1[nH]nc(COc2ccccc2)n1-c1ccccc1	-4	12	-2	0	6	-6	1	-35	3	4.9	-1
COc1ccc2oc(C(=O)NN3C(C)CCCC3C)c(C)c2c1 (centres undefined)	-7	15	-3	0	-1	-1	-2	-11	10	-0.7	7
CC1CCN(C(C(=O)NC2CCCCC2)c2cc3c(cc2[N+](=O)[O-])OCO3)CC1 (centres undefined)	-24	6	6	-5	-4	5	-16	-30	-3	2.6	3
Cc1cc(C(F)(F)F)nc(SCC(=O)Nc2cc(C)on2)n1	-6	5	-2	-7	1	3	-24	3	15	0.1	-7
COc1ccc(NS(=O)(=O)c2ccc3c(c2)N(C(C)=O)CCO3)cc1	6	4	-12	-10	-2	-7	6	1	3	-0.3	8
CCOC1(c2ccccc2)CC1C(=O)N/N=C/c1cccc([N+](=O)[O-])c1 (centres undefined)	11	13	14	-30	-1	-11	5	11	22	0.8	-5
CCCCCOC(=O)C1=C(C)N(C)C(=O)NC1c1cc(Br)c(O)c(OC)c1 (centres undefined)	5	16	5	-13	4	-10	1	7	25	-1.9	-3
Cc1cc(-n2c(C)cc(C(=O)CSc3nnc4sc5ccccc5n34)c2C)no1	-7	-17	9	-2	0	-11	-4	-20	3	0.1	5
CCSc1nc(=S)n(CC)c(C)c1C(C)=O	-4	7	-11	0	-1	-5	-1	4	9	5.1	8
CN1CCN(C(=O)CCCN2C(=O)/C(=C/c3cccc(Br)c3)SC2=S)CC1	2	22	-5	16	x	35	0	-35	17	0.2	8
COc1ccc(C(=O)OCC(=O)Nc2sccc2C(N)=O)cc1OC	-4	-19	-9	-10	-1	1	14	-4	-27	1.3	2
C/C(N)=C(/C#N)C(=O)CSc1nc2scc(-c3ccc(F)cc3)c2c(=O)n1C	14	0	3	0	1	-4	-1	7	36	-0.9	2
O=C(Nc1ccc(Br)cc1)c1ccc(N2C(=O)C3CC=CCC3C2=O)cc1 (centres undefined)	10	10	11	18	3	5	1	-25	8	0.1	-14
O=C(Nc1nc2ccc([N+](=O)[O-])cc2s1)c1ccc(S(=O)(=O)N2CCCc3ccccc32)cc1	26	-62	15	76*	2	42	53*	-23	-13	-0.5	-45
COc1ccc(S(=O)(=O)N2CCCCC2)cc1NC(=O)c1ccco1	11	3	11	6	0	-25	1	5	23	-0.5	-8
COC(=O)c1c(NC(C)=O)sc(Cc2ccccc2)c1C	-3	7	9	8	1	-8	-6	23	19	-2.3	5

15 structures from above, sorted by number of heavy atoms, falling:
SMILES	CF NFkB block	HIF-2a block	Shn3 inh set2	TRPM1 prom inh	NR2E3 ag-1	TRAIL sens C8	LMP1 NFkB inh	NR2E3 ag-2	Peg3 promoter	iPSC survival up	KKLEB tox
Cc1c(NC(=O)c2cnn3c(C(F)(F)F)cc(-c4ccco4)nc23)c(=O)n(-c2ccccc2)n1C	-25	9	9	-3	1	14	1	1	15	0.3	28
O=C(Nc1nc2ccc([N+](=O)[O-])cc2s1)c1ccc(S(=O)(=O)N2CCCc3ccccc32)cc1	26	-62	15	76*	2	42	53*	-23	-13	-0.5	-45
CC(Oc1ccc2ccc(=O)oc2c1)C(=O)NC(Cc1c[nH]c2ccc(O)cc12)C(=O)O (centres undefined)	-16	5	0	4	-2	0	-4	-15	-3	-1.3	-7
CCCCOc1ccc(/C=C/C(=O)OCC(=O)NC2CCS(=O)(=O)C2)cc1OCC (centres undefined)	-33	-2	2	4	-1	-3	5	-20	7	-0.5	26
CC1CCN(C(C(=O)NC2CCCCC2)c2cc3c(cc2[N+](=O)[O-])OCO3)CC1 (centres undefined)	-24	6	6	-5	-4	5	-16	-30	-3	2.6	3
C/C(N)=C(/C#N)C(=O)CSc1nc2scc(-c3ccc(F)cc3)c2c(=O)n1C	14	0	3	0	1	-4	-1	7	36	-0.9	2
O=C(Nc1ccc(Br)cc1)c1ccc(N2C(=O)C3CC=CCC3C2=O)cc1 (centres undefined)	10	10	11	18	3	5	1	-25	8	0.1	-14
Cc1ccc(S(=O)(=O)Nc2cc(C)cn(Cc3ccccc3)c2=O)cc1	10	17	37	11	5	8	0	22	17	0.0	-2
CCOc1cc(S(=O)(=O)N2CCN=C2Cc2ccccc2)ccc1F	19	12	-9	17	5	-8	2	18	22	1.4	-10
CC(=O)c1ccc(N2CCN(C(=S)NCc3ccco3)CC2)cc1	14	10	-18	-3	2	3	3	0	11	1.1	-3
Cc1ccc(Oc2ncccc2C(=O)NC2CCSC2=O)cc1 (centres undefined)	28	14	4	5	2	-3	8	7	6	-1.9	-10
Cc1cc(C(F)(F)F)nc(SCC(=O)Nc2cc(C)on2)n1	-6	5	-2	-7	1	3	-24	3	15	0.1	-7
COC(=O)c1c(NC(C)=O)sc(Cc2ccccc2)c1C	-3	7	9	8	1	-8	-6	23	19	-2.3	5
S=c1[nH]nc(COc2ccccc2)n1-c1ccccc1	-4	12	-2	0	6	-6	1	-35	3	4.9	-1
O=[N+]([O-])c1cccc(C(=S)N2CCCC2)c1	-10	5	0	-8	2	-11	-4	13	-8	-1.1	-4
